# FN deposition inh = fibronectin deposition inhibition; AH1F fibroblasts, Alexa488-fibronectin deposition fluorescence, overnight; inhibition, % at 12.6 µM; 350,000 compounds, 0.086% hits; AID 743247;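 active = mean inhibition across replicates of 30% or more, regardless of how many single replicates reach that level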;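 also: positive control wells lacked labelled fibronectin entirely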
#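 Assay system: AH1F fibroblast monolayer, labelled fibronectin deposition. Amount: 10000 cells per well. Also added: labelled fibronectin 24 nM. Compound: single-point pinned compound. Incubation: cell attachment 1 h, compound and FN exposure overnight. Detection: fluorescence after three HBSS washes, excitation 485 nm, emission 525 nm. Read-out: inhibition of fibronectin deposition signal.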
# Casp6 inh = blocks human caspase-6 cleavage activity; inhibition, % at 12.5 µM; AID 686996; 350,000 compounds, 0.53% hits; P55212; purified caspase-6, Z-VEID-R110 cleavage fluorescence;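 active = mean inhibition across replicates at least about 35%, with every replicate also reaching that limit, limit read from the data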;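 also: 0% = median of neutral control wells and 100% = no fluorescence left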
# Target sequence (P55212 24-179 limits assumed): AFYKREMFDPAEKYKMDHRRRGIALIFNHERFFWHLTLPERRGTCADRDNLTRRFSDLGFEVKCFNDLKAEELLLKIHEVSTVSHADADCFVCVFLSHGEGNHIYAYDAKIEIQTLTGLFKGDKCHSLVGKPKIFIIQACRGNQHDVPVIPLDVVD
# Target sequence (P55212 194-293 limits assumed): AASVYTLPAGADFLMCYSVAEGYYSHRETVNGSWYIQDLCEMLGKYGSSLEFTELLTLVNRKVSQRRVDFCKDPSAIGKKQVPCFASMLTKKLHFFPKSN
# PGC1a acetyl inh = PGC1a acetylation modulation, inhibitor mode | U2OS PGC1a acetylation, AlphaScreen anti-acetyl-lysine; with virally co-expressed GCN5 acetyltransferase | inhibition, % at 15.6 µM | 350,000 compounds, 0.17% hits | AID 651687;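 active = every replicate shows inhibition of at least 40%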;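 also: 0% = neutral control wells and 100% = positive control wells; some results beyond the cut were filed as inactive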
# Cneo AK release = causes C. neoformans cell lysis; adenylate kinase release luminescence, 4 h; normalised: neutral wells 0, clomiphene wells 100; lysis activity, % at 15 µM; 360,000 compounds, 0.2% hits;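 active = mean lysis activity across replicates of at least 80%, whatever share of replicates individually reach that level; inactive = mean lysis activity below 80%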
#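 Test system: log-phase Cryptococcus neoformans yeast cells. Input: 5 × 10^6 yeast cells/mL. Medium: fresh YPD growth medium. Doses: single dose. Incubation: static 4 h at 37 °C with compound, 1 h detection. Measured by: luminescent adenylate kinase detection reagent. Read-out: signal increase indicating cell lysis. Benchmarks: Clomiphene.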
# PAX8 inh HTS = lowers PAX8-driven luciferase in RMG-I cells; RMG-I TPO-luciferase reporter, SteadyGlo, 24 h; inhibition, % at 12.6 µM; 360,000 compounds, 1.2% hits; AID 652154;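 active = mean replicate inhibition at least 60% with every replicate also reaching 60%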;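 also: luciferase light reporting Pax8 driven TPO promoter activity; plate controls were median of neutral control wells for no effect and mitoxantrone controls for full effect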
# EWS-Fli inh = EWS/Fli transcriptional activity inhibition. AID 651661. inhibition, % at 12.6 µM. 350,000 compounds, 0.67% hits. A673 NR0B1-luciferase reporter, viability-normalised;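 active = mean inhibition of at least 50% after viability correction, with every replicate also passing that limit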;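 also: firefly luciferase signal divided by Alamar Blue viability fluorescence both relative to DMSO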
# LGR2 inh = inhibitors of bursicon-induced Drosophila LGR2 receptor cAMP signaling; HEK293 LGR2, CRE-luciferase, bursicon-stimulated, 4 h; inhibition, % at 9.99 µM; 380,000 compounds, 0.35% hits; AID 720647;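 active = drop in luminescence signal, shown as inhibition above about 50% in the replicate tests, limit read from the data, passing the limit was not always enough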;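 also: agonist challenge used bursicon conditioned medium at about half maximal strength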
# miR-122 sensor = miR-122 inhibition in Huh7 cells. Huh7 miR-122 Renilla luciferase sensor, 48 h; neutral wells = 0, positive control = 100. activation (reporter increase), % at 12.5 µM. 340,000 compounds, 0.3% hits. AID 602342;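 active = mean replicate activation score at least 90 and every replicate individually at or above 90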;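 also: higher luciferase means less miR-122 activity so hits act as miR-122 inhibitors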
# Numbers without * were called inactive; nt = no result given; [ ] = another dose, or the depositor's remark. Compounds as they come; 2.5% or so of the library scored in one or more.
SMILES,FN deposition inh,Casp6 inh,PGC1a acetyl inh,Cneo AK release,PAX8 inh HTS,EWS-Fli inh,LGR2 inh,miR-122 sensor
O=C(Nc1nccs1)OCc1ccccc1,2.7,-2.7,-5.0,0.5,-65.0,-60.7,-36.6,-3.6
Cc1ccc(NC(=O)COC(=O)Cn2cnc3ccccc32)c(C)c1,9.0,-0.5,-20.7,0.1,30.1,14.3,-9.5,-1.4
Nc1[nH]c(C(=O)c2ccc(Br)cc2)c(-c2ccccc2)c1C(=O)NCCc1c[nH]c2ccccc12,9.6,0.2,nt,nt,27.5,11.3,-36.6,nt
Cc1noc(C)c1S(=O)(=O)Nc1ccc2c(c1)C(=O)N([C@@H](C)CO)C[C@H](C)[C@@H](CN(C)C(=O)Nc1ccc(F)cc1)OCCCC[C@@H](C)O2,-11.2,1.2,-5.7,1.8,22.0,-21.6,15.1,0.9[16.7 µM]
COc1ccccc1CNC(=O)COc1cc2c(c3oc(=O)cc(C)c13)CCC(C)(C)O2,nt,-1.4,-3.0,0.8,nt,10.8,nt,0.2
COCC(=O)N(C)C[C@H]1Oc2ncc(-c3ccc(F)cc3)cc2C(=O)N([C@@H](C)CO)C[C@@H]1C,nt,-0.4,10.7,-2.1,nt,-10.2,-6.1,-1.4[16.7 µM]
O=C(Nc1ccc(F)cc1)c1ccccc1NS(=O)(=O)N1CCCC1,nt,-0.8,4.3,nt,11.4,5.0,-5.1,-1.8
O=C(CC(C(=O)O)c1cccc(Br)c1)c1ccc(Cl)cc1 (stereo unspecified),3.3,-3.5,7.1,-0.6,-15.5,6.2,6.8,-2.2
O=C(NCC1CCCO1)C(=O)c1c[nH]c2ccccc12 (stereo unspecified),-4.3,2.8,nt,nt,-36.6,-45.6,-2.8,nt
CCc1nc(CNC(=O)C2CCC(=O)N(Cc3cccc(OC)c3)C2)no1 (stereo unspecified),5.6,4.2,12.4,-5.0,0.3,6.7,-12.4,nt
O=C(Nc1ccc(C(=O)O)cc1)Nc1ccc([N+](=O)[O-])cc1,2.1,0.8,15.8,1.9,7.0,15.6,9.3,1.7
COc1ccc(NC(=O)C(=O)NNC(=O)c2cccs2)c(OC)c1,-8.1,nt,-15.1,3.5,nt,nt,nt,-1.6
COc1ccc(NC(=O)c2cc(-c3cc(C)cs3)[nH]n2)cc1OC,6.1,0.9,2.4,-0.8,-10.4,-13.5,-9.4,-1.4
Cc1ccc(-c2cc(-c3ccccc3)nc(N/N=C/c3cccnc3)n2)cc1,9.3,nt,-7.2,-3.0,nt,nt,nt,-3.5
COc1ccccc1-n1cnc2c(c1=O)c1nc3ccccc3nc1n2-c1ccc(C)c(C)c1,6.8,2.1,-2.4,-0.7,1.8,5.7,2.7,-5.2
Cc1cccc(NC(=O)CSc2nnc(-c3ccco3)c(-c3ccco3)n2)c1,-6.2,31.3,-0.8,nt,9.4,-1.0,-33.5,1.3
CO[C@@H]1CN(C)C(=O)c2ccc(NS(=O)(=O)c3ccc(-c4ccccc4)cc3)cc2OC[C@H](C)NC[C@H]1C,-3.4,3.0,2.7,-3.8,14.0,0.4,10.5,nt
CCN(CC)CCC(=O)N1c2ccccc2Sc2ccc(Cl)cc21,11.5,2.8,nt,0.5,56.8,4.9,-3.8,6.5
O=C(C[C@H]1CC[C@H](NC(=O)C2CCC2)[C@@H](CO)O1)Nc1nccs1,nt,0.2,3.2,5.8,6.9,-1.5,8.6,nt
O=C(O)c1cccc(S(=O)(=O)N2CCC(n3nnc4cc(C(F)(F)F)ccc43)CC2)c1,24.5,2.8,nt,-0.6,5.9,5.3,-1.9,nt
C[C@@H]1CCCCO[C@H](CN(C)C(=O)CCCN(C)C)[C@@H](C)CN([C@H](C)CO)C(=O)c2cc(NC(=O)Nc3cccc4ccccc34)ccc2O1,nt,-1.0,6.6,-1.9,-1.4,3.6,-2.0,11.4[16.7 µM]
COc1cccc(CNC(=O)C[C@H]2C=C[C@@H](NC(=O)C3CCC3)[C@@H](CO)O2)c1,nt,nt,22.8,nt,8.8,-3.8,5.5,nt
CCN(CC)S(=O)(=O)c1cc(NC(=O)c2cccc(N3C(=O)CCC3=O)c2)ccc1Cl,-2.5,-1.1,nt,nt,-0.6,1.8,-1.3,nt
Cc1cc(Sc2nc(N)ncc2[N+](=O)[O-])ncn1,-8.9,0.1,-6.2,nt,2.3,34.8,-3.3,4.0
COc1cc(S(=O)(=O)N2CCCC3(CCCCC3)C2)ccc1-n1cnnn1,nt,5.4,2.3,nt,nt,-1.7,3.3,nt

# In the list so far, these contain an NH in an aromatic ring:
SMILES,FN deposition inh,Casp6 inh,PGC1a acetyl inh,Cneo AK release,PAX8 inh HTS,EWS-Fli inh,LGR2 inh,miR-122 sensor
Nc1[nH]c(C(=O)c2ccc(Br)cc2)c(-c2ccccc2)c1C(=O)NCCc1c[nH]c2ccccc12,9.6,0.2,nt,nt,27.5,11.3,-36.6,nt
O=C(NCC1CCCO1)C(=O)c1c[nH]c2ccccc12 (stereo unspecified),-4.3,2.8,nt,nt,-36.6,-45.6,-2.8,nt
COc1ccc(NC(=O)c2cc(-c3cc(C)cs3)[nH]n2)cc1OC,6.1,0.9,2.4,-0.8,-10.4,-13.5,-9.4,-1.4

# Going on with the list:
SMILES,FN deposition inh,Casp6 inh,PGC1a acetyl inh,Cneo AK release,PAX8 inh HTS,EWS-Fli inh,LGR2 inh,miR-122 sensor
COC(=O)c1ccc(NC(=O)C2CC3CCC2C3)cc1 (stereo unspecified),-9.2,1.4,-12.7,-5.1,-110.5,-103.9,-88.1,1.8
Cc1ccc(C(=O)NNc2cc(=O)n(C)c(=O)n2C)cc1C,nt,0.7,2.2,-2.0,12.8,-2.8,-4.9,-12.1
COc1cc(C(=O)N2CCN(S(=O)(=O)c3ccc(Cl)cc3)CC2)ccc1OCC(=O)N1CCOCC1,4.1,-4.3,-2.3,0.6,-5.5,-4.9,-3.9,nt
COc1ccc(CCN(C)C(=O)CCCN2C(=O)c3cccc4cccc(c34)C2=O)cc1OC,11.6,-4.3,0.8,-1.2,13.7,-2.2,-36.2,-10.4
COCc1ccc(-c2c(-c3ccccc3OC)sc3cc4c(cc23)OCO4)cc1,-1.6,-2.2,nt,-1.1,17.9,-3.2,-11.5,34.8
CCN(CC)CCNC(=O)C(Cl)=C1C(Cl)=C(Cl)C(Cl)=C1Cl,nt,-15.4,-52.5,-1.1,58.9,42.9,6.4,7.0
COc1ccccc1C(=O)NCCCNc1ccc([N+](=O)[O-])cc1,6.4,-2.5,nt,nt,3.3,-11.1,13.9,nt
CSC(=NC(C)c1ccccc1)NS(=O)(=O)c1cccs1 (stereo unspecified),3.4,9.7,8.0,-0.8,14.6,13.5,11.3,17.7
CC(OC(=O)CN1C(=O)NC2(CCCC2)C1=O)C(=O)Nc1cccc(Cl)c1 (stereo unspecified),4.9,1.6,nt,-0.9,-1.3,3.5,-9.7,nt
COCCN(CCOC)C(=O)[C@@H](Cc1ccccc1)NC(=O)[C@H]1O[C@@H](n2ccc(N)nc2=O)[C@H](O)[C@@H]1O,-0.9,0.1,nt,nt,-15.1,-2.9,-7.2,nt
COc1cc(O)c(C(CCN2CCOCC2)c2ccc3c(c2)OCO3)c(OC)c1 (stereo unspecified),7.7,-3.5,9.6,-0.5,-3.4,-3.2,5.4,2.9
Cc1c(C(=O)Nc2ccccc2Cl)oc2ccc(S(=O)(=O)N3CCC4(CC3)OCCO4)cc12,nt,nt,-58.5,-2.5,nt,nt,-9.2,-2.4
Cc1cc(=O)oc2cc(OCC(=O)Nc3nccs3)ccc12,4.0,-0.9,6.8,-1.5,-155.2,nt,-38.9,2.2
Fc1cccc(Cl)c1CN1CCN(c2ncc(Cc3ccccc3)cn2)CC1,-12.5,-1.5,nt,nt,3.4,1.4,4.3,nt
O=C(COc1ccc(S(=O)(=O)N2CCOCC2)cc1)NCC1CCCO1 (stereo unspecified),0.4,-0.5,4.0,1.4,9.1,nt,14.3,nt
O=C(CN(c1ccccc1Cl)S(=O)(=O)c1ccccc1)NC1CC2CCC1C2 (stereo unspecified),nt,-1.9,nt,nt,9.9,5.4,32.3,nt
O=C1Nc2c(Br)cccc2C1=O,nt,-1.5,8.5,-0.1,11.9,20.0,22.1,9.0
C[C@@H]1CN([C@@H](C)CO)C(=O)c2cc(NC(=O)CCN3CCOCC3)ccc2O[C@@H]1CN(C)Cc1ccc(C(F)(F)F)cc1,-4.9,-3.6,4.1,-1.0,7.5,nt,2.9,-12.0[16.7 µM]
c1ccc(-c2nc(N3CCN(c4ccccc4)CC3)nc(-n3ccnc3)n2)cc1,-2.4,nt,nt,-3.0,18.3,nt,nt,-25.4
CCCn1nnc(NC(=O)C(C)C)n1,3.7,0.0,-7.7,0.6,14.0,8.1,9.0,nt
Cc1[nH]c2ccccc2c1-c1nc2ccccc2[nH]1,3.6,nt,3.3,-0.9,-87.9,nt,nt,5.3
COc1ccccc1NC(=O)Nc1ccccc1C(N)=O,-4.6,1.0,nt,nt,8.4,0.4,31.8,nt
COc1ccc(C)cc1Nc1nc(C)nc2sc(C)cc12,17.7,5.8,-10.0,2.2,-7.6,37.7,5.9,71.0
Cc1ccc(NC(=O)CN2C(=O)NC3(CCc4ccccc43)C2=O)cc1 (stereo unspecified),-1.0,1.0,4.3,0.9,16.7,-0.6,-1.1,1.1
Nc1nnc(Cc2cccc(Br)c2)s1,4.8,-2.4,6.9,-1.7,3.2,6.7,7.3,nt

# Later entries.
SMILES,FN deposition inh,Casp6 inh,PGC1a acetyl inh,Cneo AK release,PAX8 inh HTS,EWS-Fli inh,LGR2 inh,miR-122 sensor
COc1ccc(CCC(=O)Nc2sc(C(=O)N(C)C)c(C)c2C#N)cc1,2.4,-1.5,-0.4,5.8,nt,-1.3,1.6,-5.0
C[C@H](CO)N1C[C@H](C)[C@H](CN(C)C)OCCCC[C@H](C)Oc2ccc(NC(=O)c3ccccc3)cc2C1=O,nt,nt,20.0,nt,-2.9,1.0,-6.3,1.1[16.7 µM]
O=C(NCCn1cccc1)c1cccc2ccccc12,nt,nt,15.2,-0.6,nt,nt,7.9,7.4
CCn1cc(S(=O)(=O)c2ccc(C)cc2)[nH]c1=O,13.2,8.7,-6.1,nt,42.5,11.7,-4.5,nt
O=C(NC(=S)NCC1CCCO1)c1ccc(Cl)cc1 (stereo unspecified),-4.1,-1.0,nt,nt,-90.9,-24.5,-25.4,nt
C[C@H](CO)N1C[C@H](C)[C@H](CN(C)C(=O)Nc2ccc(C(F)(F)F)cc2)Oc2ccc(NC(=O)Nc3cccc4ccccc34)cc2CC1=O,nt,-1.6,15.7,1.3,nt,16.0,14.5,0.8[16.7 µM]
CC(=O)N(C)C[C@@H]1Oc2cc(C#CC(C)(C)O)ccc2S(=O)(=O)N([C@H](C)CO)C[C@@H]1C,1.8,-0.5,11.3,4.0,nt,-6.3,23.0,4.1[16.7 µM]
CS(=O)(=O)N(CC(=O)NC1CCCC1)c1ccc2c(c1)OCCO2,2.6,nt,9.4,1.7,nt,nt,-9.0,1.8
CCN1C(=O)[C@H]2[C@H]3CN=C(SCC(=O)c4ccccc4)N3[C@@](CC)(C(=O)OC)[C@H]2C1=O,-8.4,1.3,6.2,-2.6,-13.8,2.3,11.0,-3.9
COc1ccc(NC(=O)Nc2ccc3c(c2)C(=O)N([C@H](C)CO)C[C@H](C)[C@@H](CN(C)CC2CCCCC2)OCCCC[C@H](C)O3)cc1,nt,-0.9,-6.5,3.4,-5.6,2.0,5.0,7.0[16.7 µM]
COc1ccccc1N1CCN(S(=O)(=O)c2c(C)[nH]c(C)c2C(=O)N2CCCCC2)CC1,-10.4,-2.1,12.5,0.0,-9.9,0.0,-16.2,-2.6

# Compound activity (PubChem BioAssay)
